# Screens deposited in PubChem BioAssay by NCI.
# Growth percent in the NCI-60 one-dose screen (48 h, 10 µM unless noted): 100 = growth as untreated, 0 = no growth, -100 = all killed.
# OVCAR-3: OVCAR-3 ovarian cancer; AID 1794787; 7% of 79,000 active
# DU-145: DU-145 prostate cancer | AID 1794760 | 4.2% of 81,000 active
# SNB-19: SNB-19 CNS cancer cells. 2.5% of 81,000 active
# OVCAR-8: OVCAR-8 ovarian cancer; 4.4% of 81,000 active; AID 1794782
# SF-539: SF-539 CNS cancer. 6.8% of 81,000 active
# SF-268: SF-268 CNS cancer cells; AID 1794759; 3.1% of 82,000 active
# SF-295: SF-295 CNS cancer cells | 5.6% of 79,000 active
# U251: U251 CNS tumor cells; 5.4% of 80,000 active; AID 1794753
# PC-3: PC-3 prostate cancer cells; 3.9% of 80,000 active
# Numbers without * were called inactive; · = no result given; & = joins results of further samples; ! = repeats disagree. The calls were made as follows: active = growth percent below 10; inactive = the rest. The list is partial (hit frequency here may not be typical).
# Short forms: A = OVCAR-3; B = DU-145; C = SNB-19; D = OVCAR-8; E = SF-539; F = SF-268; G = SF-295; H = U251; I = PC-3
> C=C1c2cccc(O)c2C(O)=C2C(=O)[C@]3(O)C(O)=C(C(N)=O)C(=O)[C@@H](N(C)C)[C@@H]3[C@@H](O)[C@H]12
  A: 88 | B: 93 | C: 104 | D: 77 | E: 97 | F: 95 | G: 79 | H: 86 | I: 74
> Cn1cc(C(=O)c2nc(-c3cn(C)c4ccc(F)cc34)no2)c2ccccc21
  A: 104 | B: 90 | C: 99 | D: 98 | E: 102 | F: 97 | G: 95 | H: 97 | I: 87
> COc1cc(Nc2ncc3c(n2)-c2ccc(Cl)cc2C(c2c(F)cccc2OC)=NC3)ccc1C(=O)O
  A: 73 | B: 78 | C: 74 | D: 68 | E: 57 | F: 73 | G: 65 | H: 52 | I: 61
> O=C(Nc1ccc(OCc2cccc(Cl)c2)cc1)c1ccc2nc(NC(=O)c3ccc(NCCc4ccccc4)c([N+](=O)[O-])c3)sc2c1
  A: 93 | B: 91 | C: 108 | D: 92 | E: 99 | F: 83 | G: 97 | H: 96 | I: 81
> NC(N)=NC(=O)Cc1c(Cl)cccc1Cl
  A: 109 | B: 114 | C: 101 | D: 97 | E: 108 | F: 112 | G: 90 | H: 90 | I: 85
> CCCCOc1ccc(CC(=O)NO)cc1
  A: 94 | B: 97 | C: 94 | D: 94 | E: 109 | F: 97 | G: 96 | H: 95 | I: 89
> COc1cc(OC)c(/C=C/S(=O)(=O)Cc2ccc(OC)c(NCC(=O)O)c2)c(OC)c1
  A: 36 | B: 7.9* | C: 29 | D: 15 | E: -17* | F: 30 | G: 15 | H: 11 | I: 22
> C#C[C@]1(O)CCC2C3CCC4=CC(=O)CC[C@@H]4C3CC[C@@]21CC (stereo partly specified)
  A: 106 | B: 116 | C: 118 | D: 102 | E: 116 | F: 95 | G: 112 | H: 105 | I: 100
> CN(C)/C(N)=N/C(=N)N
  A: 107 | B: 112 | C: 101 | D: 97 | E: 95 | F: 101 | G: 100 | H: 97 | I: 102
> COc1ccccc1OCCNCC(O)COc1cccc2[nH]c3ccccc3c12 (stereo unspecified)
  A: 92 | B: 94 | C: 96 | D: 91 | E: 84 | F: 98 | G: 73 | H: 88 | I: 71
> CC[C@]1(O)C[C@@H]2CN(CCc3c([nH]c4ccccc34)[C@@](C(=O)OC)(c3cc4c(cc3OC)N(C)[C@H]3[C@@](O)(C(=O)OC)[C@H](OC(C)=O)[C@]5(CC)C=CCN6CC[C@]43[C@@H]65)C2)C1
  A: -4.1* | B: -7.1* | C: 30 | D: 22 | E: -2.9* | F: 17 | G: 8.8* | H: 17 | I: 20
> COc1ccc(C2=NN(c3ccc(S(N)(=O)=O)cc3)C(c3ccccc3)C2)c(OC)c1 (stereo unspecified)
  A: 89 | B: 88 | C: 106 | D: 62 | E: 86 | F: 46 | G: 84 | H: 34 | I: 79
> NC(=O)C[C@H](N)C(=O)O
  A: 119 | B: 119 | C: 112 | D: 104 | E: 115 | F: 114 | G: 118 | H: 103 | I: 99
> Cn1c(NC(=O)CN2CCN(c3cc4c(cc3F)c(=O)c(C(=O)O)cn4C3CC3)CC2)cc(=O)n(C)c1=O
  A: 104 | B: 106 | C: 102 | D: 99 | E: 103 | F: 94 | G: 98 | H: 105 | I: 94
> Cn1cc(-c2nnc(-c3cn(C)c4ncccc34)o2)c2cc(Br)ccc21
  A: 107 | B: 110 | C: 85 | D: 96 | E: 91 | F: 89 | G: 99 | H: 99 | I: 91

# Compound profiles, from the list above. Screens in order: OVCAR-3, DU-145, SNB-19, OVCAR-8, SF-539, SF-268, SF-295, U251, PC-3
# Entry for `C#C[C@]1(O)CCC2C3CCC4=CC(=O)CC[C@@H]4C3CC[C@@]21CC` (stereo partly specified) → 106, 116, 118, 102, 116, 95, 112, 105, 100
# Entry for `COc1ccc(C2=NN(c3ccc(S(N)(=O)=O)cc3)C(c3ccccc3)C2)c(OC)c1` (stereo unspecified) → 89, 88, 106, 62, 86, 46, 84, 34, 79
# Entry for `O=C(Nc1ccc(OCc2cccc(Cl)c2)cc1)c1ccc2nc(NC(=O)c3ccc(NCCc4ccccc4)c([N+](=O)[O-])c3)sc2c1` → 93, 91, 108, 92, 99, 83, 97, 96, 81

# New compounds follow:
# Short forms: A = OVCAR-3; B = DU-145; C = SNB-19; D = OVCAR-8; E = SF-539; F = SF-268; G = SF-295; H = U251; I = PC-3
> CC(O)CC(=O)O (stereo unspecified)
  A: 106 | B: 103 | C: 103 | D: 100 | E: 105 | F: 97 | G: 101 | H: 98 | I: 99
> CC(C)n1nc(-c2ccc3oc(N)nc3c2)c2c(N)ncnc21
  A: -6.1* | B: 2.4* | C: 0.4* | D: -18* | E: -44* | F: -1.1* | G: -51* | H: 1.1* | I: 0.2*
> CC(/C=C/c1ccccc1)=N\OCC(N)=O
  A: 108 | B: 108 | C: 101 | D: 100 | E: 100 | F: 103 | G: 103 | H: 92 | I: 93
> CCCCCCCC/C=C\CCCCCCCC(=O)O
  A: 115 | B: 110 | C: 117 | D: 98 | E: 113 | F: 100 | G: 101 | H: 110 | I: 97
> CCOC(=O)C(C)O/N=C(C)/C=C/c1ccc(Cl)cc1 (stereo unspecified)
  A: 117 | B: 119 | C: 96 | D: 101 | E: 94 | F: 115 | G: 113 | H: 93 | I: 100
> CCCOC(=O)c1ccc(O)cc1
  A: 109 | B: 111 | C: 107 | D: 95 | E: 100 | F: 99 | G: 106 | H: 97 | I: 77
> NCCCC[C@H](N)C(=O)O
  A: 109 | B: 104 | C: 105 | D: 112 | E: 98 | F: 103 | G: 102 | H: 103 | I: 105
> CCn1cc(C(=O)O)c(=O)c2cc(F)c(N3CCNCC3)nc21
  A: 105 | B: 114 | C: 102 | D: 93 | E: 112 | F: 94 | G: 104 | H: 96 | I: 102
> Cc1cc(C)cc(OCC2CNC(=O)O2)c1 (stereo unspecified)
  A: 115&102 | B: 109&113 | C: 103&112 | D: 105&105 | E: 99&116 | F: 107&104 | G: 121&104 | H: 108&100 | I: 105&104
> COc1ccc(/C=C/C(=O)O)cc1
  A: 114 | B: 114 | C: 105 | D: 107 | E: 100 | F: 112 | G: 110 | H: 114 | I: 111
> CCCC[C@@H](CC)COC(=O)c1ccccc1O
  A: 109 | B: · | C: 106 | D: 98 | E: 103 | F: 93 | G: 117 | H: 80 | I: 99
> CCc1nc(-c2cccc(C)c2)c(-c2ccnc(NC(=O)c3ccccc3)c2)s1
  A: 72 | B: 82 | C: 93 | D: 81 | E: 98 | F: 87 | G: 72 | H: 75 | I: 52
> O=C(Nc1ccc(OCc2ccc(Cl)cc2)cc1)c1ccc2nc(NS(=O)(=O)c3ccc4ccccc4c3)sc2c1
  A: 99 | B: 107 | C: 96 | D: 101 | E: 104 | F: 94 | G: 99 | H: 95 | I: ·
> O=C(NC[C@H](O)CO)c1ccncc1Nc1ccc(I)cc1F
  A: 84 | B: 63 | C: 52 | D: 67 | E: 53 | F: 71 | G: 67 | H: 55 | I: 86
> CC(=O)Nc1ncc([N+](=O)[O-])s1
  A: 110&114&118 | B: 114&113&118 | C: 114&114&104 | D: 105&104&107 | E: 101&94&113 | F: 102&103&113 | G: 98&126&106 | H: 89&107&101 | I: 94&94&97
> NC(N)=NCCCC(N)C(=O)O (stereo unspecified)
  A: 124&118&107&124&119&106 | B: 128&111&104&123&114&100 | C: 100&110&101&108&117&99 | D: 101&107&108&97&102&95 | E: 105&95&102&102&111&102 | F: 117&108&107&120&112&102 | G: 112&112&121&96&104 | H: 108&99&95&105&97 | I: 100&98&89&98&91&105
> COC(=O)C(C)(C)C1Oc2ccc(F)cc2C(=O)/C1=C\NS(=O)(=O)c1ccc(C)cc1 (stereo unspecified)
  A: 101 | B: 109 | C: 112 | D: 108 | E: 96 | F: 93 | G: 103 | H: 101 | I: 96
> COc1ccc(-c2cnc3c(-c4cccc5ncccc45)cnn3c2)cc1
  A: 58 | B: 58 | C: 5.3* | D: 27 | E: 31 | F: 19 | G: 32 | H: 16 | I: 51
> Cn1c(=O)n(-c2ccc(C(C)(C)C#N)cc2)c2c3cc(-c4cnc5ccccc5c4)ccc3ncc21
  A: -11*! | B: 6.2*! | C: 15&15 | D: -10* | E: -17* | F: 7.5*! | G: -4.5* | H: 8.1* | I: -18*!
> COc1c(O)cc2c(c1O)[C@H]1O[C@H](CO)[C@@H](O)[C@H](O)[C@@H]1OC2=O
  A: 127 | B: 126 | C: 104 | D: 103 | E: 109 | F: 117 | G: 101 | H: 103 | I: 98
> Nc1c2ccccc2nc2ccccc12 (tested in a mixture with another compound)
  A: 33 | B: 19 | C: 29 | D: 4.4* | E: 28 | F: 19 | G: 24 | H: 14 | I: 17
> OCc1ccccn1
  A: 112 | B: 100 | C: 109 | D: 108 | E: 104 | F: 107 | G: 95 | H: 102 | I: 98
> CC(C)(CO)C(O)C(=O)NCCCO (stereo unspecified)
  A: 101&118&128 | B: 119&119&124 | C: 107&96&102 | D: 107&105&103 | E: 100&105&104 | F: 108&112&108 | G: 108&115&95 | H: 103&102&104 | I: 98&95&104
> O=C(Nc1ccc(Oc2ccc(Cl)c(F)c2)cc1)c1ccc2nc(NC(=O)c3ccc(NCCc4ccccc4)c([N+](=O)[O-])c3)sc2c1
  A: 100 | B: 99 | C: 100 | D: 93 | E: 103 | F: 82 | G: 87 | H: 78 | I: 92
> C[C@@H](N)c1ccc(C(=O)Nc2ccnc3[nH]ccc23)cc1
  A: 58 | B: 52 | C: 61 | D: 36 | E: 11 | F: 51 | G: 61 | H: 47 | I: 45
> O=C(O)/C=C/c1ccc(O)cc1
  A: 105 | B: 109 | C: 94 | D: 105 | E: 106 | F: 109 | G: · | H: 100 | I: 88
> O=C(Nc1ccc(Cl)c(C(F)(F)F)c1)Nc1ccc2nc(NS(=O)(=O)c3ccc4ccccc4c3)sc2c1
  A: 91 | B: 90 | C: 89 | D: 69 | E: 84 | F: 73 | G: 98 | H: 63 | I: 70

# Reprinted at random: three records from the list
# Short forms: A = OVCAR-3; B = DU-145; C = SNB-19; D = OVCAR-8; E = SF-539; F = SF-268; G = SF-295; H = U251; I = PC-3
> O=C(Nc1ccc(Oc2ccc(Cl)c(F)c2)cc1)c1ccc2nc(NC(=O)c3ccc(NCCc4ccccc4)c([N+](=O)[O-])c3)sc2c1
  A: 100 | B: 99 | C: 100 | D: 93 | E: 103 | F: 82 | G: 87 | H: 78 | I: 92
> O=C(O)/C=C/c1ccc(O)cc1
  A: 105 | B: 109 | C: 94 | D: 105 | E: 106 | F: 109 | G: · | H: 100 | I: 88
> OCc1ccccn1
  A: 112 | B: 100 | C: 109 | D: 108 | E: 104 | F: 107 | G: 95 | H: 102 | I: 98
